Mcl1-Bid inh = disrupts binding of human Mcl-1 to Bid peptide | Q07820 | TR-FRET Mcl-1/Bid-Dy647 peptide binding, 1536-well | inhibition, % at 21.7 µM | hit rate 0.97% among 220,000;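 active = compounds that cut the binding signal by more than half at the single screening dose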;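 also: His-tagged Mcl-1 with europium anti-His antibody binding Bid BH3 peptide; 0% = Mcl-1 plus peptide wells and 100% = peptide-only wells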
Target sequence (Q07820 whole entry, looked up): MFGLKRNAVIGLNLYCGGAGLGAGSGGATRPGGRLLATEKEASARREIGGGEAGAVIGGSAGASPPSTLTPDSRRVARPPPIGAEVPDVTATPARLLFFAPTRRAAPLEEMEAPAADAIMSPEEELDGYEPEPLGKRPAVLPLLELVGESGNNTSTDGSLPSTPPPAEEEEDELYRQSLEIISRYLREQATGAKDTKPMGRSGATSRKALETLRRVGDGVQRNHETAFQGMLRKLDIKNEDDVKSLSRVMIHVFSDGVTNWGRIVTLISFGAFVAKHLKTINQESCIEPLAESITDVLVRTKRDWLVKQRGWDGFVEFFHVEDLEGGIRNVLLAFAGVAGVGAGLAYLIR
Avidin fluor = avidin bead compound fluorescence profile | hit rate 0.38% among 220,000 | fluorescence (KMESF) at 10 µM | Avidin beads, compound fluorescence 488/530 nm, flow cytometry; active compounds read high | AID 1775; in the data active = fluorescence above about 47; also: inactives centre near 10
RGS7-Gao reg = human RGS7-Galphao interaction regulation; AID 1439; hit rate 0.35% among 220,000; Multiplexed bead flow cytometry, RGS7-Galphao binding; actives lie on both sides; binding response (% of control), % at 10 µM; in the data active = binding response below about 49% or above about 150%; inconclusive = no clear call, values can overlap the other calls; inactive = in between;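 also: fluorescent Galphao held in activated GDP-AlF4 state binding bead-coupled RGS7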
Target sequence (P09471 whole entry, looked up): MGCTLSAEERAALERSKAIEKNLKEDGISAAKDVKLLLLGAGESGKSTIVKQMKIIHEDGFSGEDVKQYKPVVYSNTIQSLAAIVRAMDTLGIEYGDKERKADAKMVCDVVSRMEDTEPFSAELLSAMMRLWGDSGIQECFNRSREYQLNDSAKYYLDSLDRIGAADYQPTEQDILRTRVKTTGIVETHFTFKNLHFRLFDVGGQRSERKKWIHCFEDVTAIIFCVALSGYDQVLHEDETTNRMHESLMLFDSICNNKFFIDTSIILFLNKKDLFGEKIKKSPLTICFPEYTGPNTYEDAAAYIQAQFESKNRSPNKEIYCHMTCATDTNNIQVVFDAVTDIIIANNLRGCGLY
ABCG2 inh = blocks JC-1 efflux by human ABCG2 transporter | Q9UNQ0 | IgMXP3 cells, flow cytometry | inhibition, % at 6.6 µM | hit rate 0.1% among 190,000;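 active = inhibition above 80%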;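 also: 0% = DMSO and 100% = nicardipine control wells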
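Test system: IgMXP3 (ABCG2) plus far-red-tagged CCRF-Adr (ABCB1) cells. Reagent: JC-1 dye as substrate. Timing: 10 min exposure at 25 °C with rotation, no wash. Measured by: flow cytometric JC-1 green MFI at 530 nm. Read-out: percent efflux inhibition, scaled nicardipine 100% to DMSO 0%. Control set: nicardipine and DMSO wells.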
GSH bead fluor = GSH bead compound fluorescence profile; AID 1776; GSH beads flow cytometry, compound fluorescence 488/530 nm; active compounds read high; fluorescence (KMESF) at 10 µM; hit rate 0.25% among 190,000; in the data active = fluorescence above about 89;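 also: glutathione beads carrying GST-tagged Bcl family fusion proteins plus one bare bead set; values are compound well signal with DMSO vehicle wells as background; inactives centre near 16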
RGS8-Gao reg = regulators of human RGS8-Galphao interaction. P09471. multiplexed bead flow cytometry, RGS8-Galphao binding; actives lie on both sides. response (percent of control binding), % at 10 µM. hit rate 0.34% among 220,000; in the data active = response below about 60% or above about 140%; inactive = in between;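 also: Galphao activated as the GDP aluminium fluoride complex binding bead-coupled RGS8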
Bim-Mcl-1 = human Bim-Mcl-1 interaction inhibition; hit rate 0.1% among 190,000; Bead-based flow cytometry, Bim peptide-Mcl-1 binding; inhibition, % at 10 µM; AID 1009; in the data active = inhibition above about 40%;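 also: 0% = no compound tracer wells and 100% = peptide blocker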
RGS4-Gao reg = human RGS4-Galphao interaction regulation; P09471; Multiplexed bead flow cytometry, RGS4-Galphao binding; actives lie on both sides; binding response (% of control), % at 10 µM; hit rate 0.33% among 220,000; in the data active = binding response below about 49% or above about 150%; inactive = in between;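 also: fluorescent Galphao activated with aluminum fluoride binding bead-coupled RGS4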
ABCB1 inh = blocks JC-1 efflux by human ABCB1 transporter; P08183; CCRF-Adr cells, flow cytometry; inhibition, % at 6.6 µM; hit rate 0.067% among 190,000; in the data active = inhibition above about 40%;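 also: 0% = vehicle and 100% = reference inhibitor; higher value means more JC-1 retained so stronger ABCB1 efflux block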
Pf gamet viab = kills late stage P. falciparum gametocytes. hit rate 0.065% among 150,000. inhibition, % at 10.9 µM. P. falciparum stage V gametocytes, ATP luminescence, 24 h;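 active = inhibition above the mean plus 3 SD of compounds within the control limits, set per campaign, cut at about 38% in these data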;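 also: 0% = DMSO wells and 100% = medium only without gametocytes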
Mcl1-Noxa inh = Mcl-1/Noxa interaction inhibition; Q07820; TR-FRET Mcl-1/Noxa peptide binding, 2 h; inhibition, % at 21.7 µM; hit rate 1.5% among 220,000;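 active = compounds that cut the protein-peptide binding signal by more than 50% relative to plate controls in a single-dose test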;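 also: His-tagged Mcl-1 with rhodamine Noxa BH3 peptide and terbium anti-His antibody; 0% = Mcl-1 plus Noxa peptide wells and 100% = peptide-only wells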
* = called active by the depositor; ? = inconclusive; / = not tested or not shown. Outcome played no part in choosing rows; overall some 3.3% were active at least once.

entry | SMILES | Mcl1-Bid inh | Avidin fluor | RGS7-Gao reg | ABCG2 inh | GSH bead fluor | RGS8-Gao reg
1 | N#CCSc1nc2ccccc2c2nc3ccccc3n12 | 28 | 3 | 100 | -3 | 4 | 103
2 | CCOC(=O)c1ccc(S(=O)(=O)N2CCN(CC(=O)NC(=O)NC(C)(C)C)CC2)cc1 | -21 | 8 | 99 | 1 | 6 | 100
3 | O=C(CCc1ccccc1)Nc1nc2ccc(S(=O)(=O)N3CCOCC3)cc2s1 | -19 | 6 | 101 | 0 | 16 | 100
4 | COc1ccc(C)cc1NC(=O)CCCN1C(=O)CCC1=O | -15 | 5 | 101 | 3 | 18 | 105
5 | Cc1nc(SCC(N)=O)c([N+](=O)[O-])[nH]1 | -9 | 11 | 106 | 1 | 12 | 100
6 | O=C(Nc1ccc2nn(-c3ccccc3)nc2c1)c1cccnc1 | -5 | 10 | 101 | 4 | 26 | 101
7 | CCOC(=O)c1ccc(N/C(=N\S(=O)(=O)c2ccccc2C)c2ccccc2)cc1 | 9 | 9 | 98 | 12 | 27 | 102
8 | O=C(c1ccccc1)c1nn(-c2ccc(Cl)cc2)cc1C(=O)c1cc2ccccc2oc1=O | -2 | 31 | 97 | 0 | 17 | 101
9 | Cc1sc(NC(=O)C2CC=CCC2C(=O)O)c(C(=O)OC(C)C)c1C (centres undefined) | -26 | 6 | 101 | 2 | 6 | 103
10 | COc1ccccc1S(=O)(=O)Cc1ccc(C(=O)NC(C)c2ccc3c(c2)OCCO3)o1 (centres undefined) | -22 | 10 | 87 | 6 | 49 | 92
11 | COc1ccc(S(=O)(=O)NC2CC(C)(C)NC(C)(C)C2)c(C)c1C | 2 | 8 | 103 | 1 | 33 | 102
12 | COc1cc(OC)cc(C(=O)NCCOC23CC4CC(CC(C4)C2)C3)c1 | -8 | 11 | 100 | 13 | 19 | 101

entry | Bim-Mcl-1 | RGS4-Gao reg | ABCB1 inh | Pf gamet viab | Mcl1-Noxa inh
1 | 0 | 100 | -0.2 | / | 13
2 | 1 | 99 | 0.3 | 13 | 3
3 | -1 | 98 | 0.0 | -19 | -6
4 | 2 | 105 | 0.6 | / | -2
5 | 0 | 99 | 0.1 | 2 | 2
6 | 3 | 100 | -0.3 | -19 | 4
7 | -2 | 100 | 1.9 | / | -3
8 | 6 | 103 | 0.1 | -61 | -126
9 | 5 | 100 | 0.4 | / | 14
10 | -1 | 89 | 2.1 | 18 | 0
11 | -8 | 108 | -1.1 | / | 2
12 | 0 | 99 | 1.4 | -5 | -8

Other results follow:
entry | SMILES | Mcl1-Bid inh | Avidin fluor | RGS7-Gao reg | ABCG2 inh | GSH bead fluor | RGS8-Gao reg
13 | O=C1c2ccccc2NC(c2cnc3ccccc3n2)N1O (centres undefined) | -49 | 21 | 104 | 4 | 11 | 105
14 | Cc1cc(NC(=O)c2ccc(N3CCCC3)c([N+](=O)[O-])c2)no1 | -28 | 12 | ? | 19 | 25 | 98
15 | CCN(CC)CCNC(=O)Cn1ncc2ccccc2c1=O | -15 | 8 | ? | / | / | 99
16 | CCCCNS(=O)(=O)c1ccc2nc(-c3cccnc3)cc(C(=O)NCCCOCC)c2c1 | -20 | 11 | ? | 4 | 12 | 100
17 | COC(=O)[C@H](CCSC)NC(=O)Nc1ccc(C)cc1 | -79 | 23 | 110 | 1 | 6 | 104
18 | O=C(Nc1ncc(Cc2cccc(Cl)c2)s1)C1CCCO1 (centres undefined) | -3 | 11 | 109 | 5 | 12 | 106
19 | N#Cc1c(N)c(C(=O)c2ccccc2)n2c1CCC2 | -24 | 9 | 98 | 7 | 58 | 101
20 | CCOCc1nnc(NC(=O)c2ccc(OC)cc2)s1 | -4 | 5 | 104 | 4 | 60 | 96
21 | COc1cccc(C(=O)Nc2ccc(F)c(F)c2F)c1 | -8 | 12 | 101 | 3 | 16 | 99
22 | Oc1ccccc1C1CC(c2cccs2)=NC(c2cccc(Br)c2)N1 (centres undefined) | -14 | 13 | 99 | 6 | 10 | 100
23 | COc1ccc(C(=O)NNC(=O)c2ccc(S(=O)(=O)N3CCOCC3)cc2)cc1 | -17 | 11 | 99 | 0 | 24 | 101
24 | Cc1cc(NCc2ccco2)n2c(nc3ccccc32)c1C#N | -14 | 35 | 105 | 3 | 12 | 103

entry | Bim-Mcl-1 | RGS4-Gao reg | ABCB1 inh | Pf gamet viab | Mcl1-Noxa inh
13 | -4 | 102 | 0.4 | / | -1
14 | 4 | 94 | 1.8 | 20 | 22
15 | / | 96 | / | -11 | 6
16 | 0 | 104 | 0.5 | / | -5
17 | 0 | 101 | 0.3 | / | 0
18 | 3 | 107 | 0.8 | -5 | -6
19 | -2 | 101 | 0.4 | -11 | 24
20 | -1 | 100 | 0.4 | -1 | -4
21 | -2 | 104 | 0.5 | 8 | -8
22 | 7 | 99 | -0.1 | -3 | 16
23 | 0 | 100 | -0.1 | -12 | -10
24 | -2 | 105 | 1.5 | / | 42

Next part
entry | SMILES | Mcl1-Bid inh | Avidin fluor | RGS7-Gao reg | ABCG2 inh | GSH bead fluor | RGS8-Gao reg
25 | CC(=O)NC(=S)Nc1ccc(NC(=S)NC(=O)c2ccc([N+](=O)[O-])cc2)cc1 | 43 | 7 | ? | / | / | 101
26 | CCCn1nnc(NC(=S)NC(=O)/C=C/c2ccc(Cl)cc2)n1 | -9 | 6 | ? | / | / | 98
27 | CCOC(=O)c1c(C)oc2ccc(NS(=O)(=O)c3ccc4c5c(cccc35)C(=O)N4)cc12 | -15 | 8 | 94 | -1 | 8 | 101
28 | CCCNS(=O)(=O)c1ccc(CCC(=O)N2CCC(C)CC2)cc1 | -30 | 12 | 99 | 6 | 23 | 103
29 | Cc1csc(NC(=O)CCCc2cccs2)n1 | -6 | 14 | 106 | 5 | 12 | 101
30 | N#Cc1ccccc1CSc1nc(O)cc(=O)[nH]1 | -23 | 9 | 105 | 1 | 11 | 102
31 | CCSc1ccccc1C(=O)Nc1cccnc1 | 7 | 20 | 100 | 9 | 28 | 99
32 | Cn1c(SCc2cccc(F)c2)nnc1-c1cnccn1 | -9 | 4 | ? | / | / | 102
33 | Cc1ccnc(N2CCC(C(=O)Nc3nnc(C)s3)CC2)n1 | -8 | 5 | 102 | 1 | 20 | 98
34 | Cc1ccc(S(=O)(=O)N2CCCCC2)cc1NS(=O)(=O)c1cccc(C(=O)O)c1 | -11 | 16 | 105 | -5 | 18 | 111
35 | O=C(COC(=O)c1cc(-c2ccccc2Cl)nc2ccccc12)Nc1ncc(C(F)(F)F)cc1Cl | -53 | 24 | 104 | 27 | 9 | 102
36 | CCC(NC(=O)c1ccccc1NC(=O)c1ccco1)C(=O)NNC(=O)c1ccc(OC)cc1 (centres undefined) | 1 | 7 | 102 | 8 | 7 | 98

entry | Bim-Mcl-1 | RGS4-Gao reg | ABCB1 inh | Pf gamet viab | Mcl1-Noxa inh
25 | / | 101 | / | 15 | 39
26 | / | 100 | / | -8 | -15
27 | -2 | 100 | -0.3 | 9 | 29
28 | -1 | 103 | 1.0 | -8 | 13
29 | -1 | 102 | 0.6 | 29 | -17
30 | -3 | 108 | 0.5 | -13 | 8
31 | 0 | 97 | 1.0 | 5 | -9
32 | / | 100 | / | -2 | 9
33 | 0 | 103 | 0.1 | -17 | 7
34 | 0 | 107 | -0.6 | 6 | 14
35 | -4 | 101 | 0.0 | / | 14
36 | 6 | 103 | 0.4 | -5 | 7

Carrying on.
entry | SMILES | Mcl1-Bid inh | Avidin fluor | RGS7-Gao reg | ABCG2 inh | GSH bead fluor | RGS8-Gao reg
37 | O=C(NCc1ccccn1)C1CCN(S(=O)(=O)N2CCCC2)CC1 | -48 | 13 | 98 | 2 | 29 | 98
38 | O=[N+]([O-])c1ccc(Sc2nnnn2-c2ccccc2)nc1 | 7 | 6 | 97 | 3 | 21 | 98
39 | CC12CN3CC(C)(CN(C1)C3c1ccc(Cl)cc1)C2 (centres undefined) | -20 | 6 | ? | / | / | 101
40 | Cc1scc(C(=O)NNC(=S)NCC(C)C)c1C | -64 | 2 | 110 | 2 | 5 | 104
41 | COc1ccc(C2CC(=O)c3cnc(Nc4cc(C)cc(C)c4)nc3C2)cc1 (centres undefined) | -9 | 8 | 101 | 0 | 13 | 103
42 | Cc1ccc(C(=O)OCC(=O)Nc2nc(-c3ccccc3)cs2)cc1NC(=O)c1ccco1 | 6 | 9 | 106 | -8 | 8 | 101
43 | O=C(COc1nncc2ccccc12)Nc1ccc(Br)cc1F | -26 | 18 | ? | 1 | 14 | 101
44 | O=[N+]([O-])c1ccc(Sc2cccc3cccnc23)c([N+](=O)[O-])c1 | 4 | 14 | 102 | 11 | 20 | 98
45 | COc1cc(-c2nc(-c3ccccc3)c(-c3cc([N+](=O)[O-])ccc3C)[nH]2)cc(OC)c1OC | 0 | 5 | 102 | 12 | 15 | 99
46 | c1ccc(N2CCN(c3cnc4ccccc4n3)CC2)cc1 | -36 | 14 | 102 | 3 | 22 | 100
47 | C=CCNC(=O)c1onc(CSc2cc(C)ccc2C)c1C(=O)O | 17 | 12 | 102 | 3 | 41 | 104
48 | Cc1ccccc1OCCn1c(CCNC(=O)C(C)C)nc2ccccc21 | -32 | 13 | 96 | 14 | 12 | 96
49 | CSc1nsc(NC(=O)Cc2ccccc2)n1 | 10 | 38 | 95 | 1 | 12 | 96

entry | Bim-Mcl-1 | RGS4-Gao reg | ABCB1 inh | Pf gamet viab | Mcl1-Noxa inh
37 | -2 | 98 | 0.4 | 15 | -33
38 | -2 | 97 | 0.3 | -10 | 10
39 | / | 102 | / | 0 | -12
40 | -8 | 108 | 0.4 | / | 19
41 | 4 | 95 | 0.0 | 3 | 9
42 | -3 | 103 | -1.6 | 2 | -3
43 | -3 | 101 | 0.1 | 13 | -15
44 | -2 | 99 | 1.8 | / | 13
45 | 1 | 99 | 3.5 | / | 7
46 | 0 | 102 | 0.6 | / | -1
47 | -3 | 103 | 0.3 | 22 | 6
48 | -2 | 94 | 0.5 | / | -8
49 | -2 | 96 | 0.1 | -10 | 2

Entries from the list above that contain a thiophene ring, fused or not:
entry | SMILES | Mcl1-Bid inh | Avidin fluor | RGS7-Gao reg | ABCG2 inh | GSH bead fluor | RGS8-Gao reg
9 | Cc1sc(NC(=O)C2CC=CCC2C(=O)O)c(C(=O)OC(C)C)c1C (centres undefined) | -26 | 6 | 101 | 2 | 6 | 103
22 | Oc1ccccc1C1CC(c2cccs2)=NC(c2cccc(Br)c2)N1 (centres undefined) | -14 | 13 | 99 | 6 | 10 | 100
29 | Cc1csc(NC(=O)CCCc2cccs2)n1 | -6 | 14 | 106 | 5 | 12 | 101
40 | Cc1scc(C(=O)NNC(=S)NCC(C)C)c1C | -64 | 2 | 110 | 2 | 5 | 104

entry | Bim-Mcl-1 | RGS4-Gao reg | ABCB1 inh | Pf gamet viab | Mcl1-Noxa inh
9 | 5 | 100 | 0.4 | / | 14
22 | 7 | 99 | -0.1 | -3 | 16
29 | -1 | 102 | 0.6 | 29 | -17
40 | -8 | 108 | 0.4 | / | 19

High-throughput results deposited in PubChem by several laboratories.
